Bioassay records as filed in PubChem BioAssay.
mcGAS lum = blocks mouse cGAS activity | Q8C6L5 | recombinant cGAS, Kinase-Glo ATP depletion luminescence | inhibition, % at 12.5 µM | 0.15% of 160,000 active | AID 1259399;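 also: 0% = negative control wells and 100% = reference inhibitor with no enzyme activity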
NPYLR7 agonist = mosquito NPYLR7 agonism. activation, % at 10 µM. AID 1259423. 0.15% of 270,000 active. HEK293T NPYLR7/Galpha15, GCaMP6s calcium fluorescence; in the data active = activation above about 40%;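 also: 0% = vehicle and 100% = reference agonist at the receptor; some compounds past the cut are filed as inactive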
hcGAS lum = blocks human cGAS activity | Q8N884 | recombinant h-cGAS, ATP depletion, Kinase-Glo luminescence | inhibition, % at 12.5 µM | 0.081% of 290,000 active;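 also: 0% = vehicle reaction and 100% = reaction without DNA for no activity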
Target sequence (Q8N884 whole entry, looked up): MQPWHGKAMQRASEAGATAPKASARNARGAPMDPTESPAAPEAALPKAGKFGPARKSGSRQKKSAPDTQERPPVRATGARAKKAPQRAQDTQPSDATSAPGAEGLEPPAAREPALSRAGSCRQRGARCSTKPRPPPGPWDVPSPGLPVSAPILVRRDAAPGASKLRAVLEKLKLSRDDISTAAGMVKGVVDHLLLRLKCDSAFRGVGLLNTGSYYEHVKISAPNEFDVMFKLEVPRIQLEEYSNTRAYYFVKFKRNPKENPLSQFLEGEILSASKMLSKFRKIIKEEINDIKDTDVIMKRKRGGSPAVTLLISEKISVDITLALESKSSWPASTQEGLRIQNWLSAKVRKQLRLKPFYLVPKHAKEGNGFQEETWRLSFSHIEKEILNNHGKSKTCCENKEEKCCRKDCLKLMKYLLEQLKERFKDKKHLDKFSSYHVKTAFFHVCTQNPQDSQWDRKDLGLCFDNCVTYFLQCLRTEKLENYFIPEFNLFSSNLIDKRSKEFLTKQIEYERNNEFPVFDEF
The depositor's hits bear a star; nt = no result given; & = joins results of further samples. Rule as the data show it, unless noted: active = inhibition above about 40%; inactive = the rest.

No. | compound | mcGAS lum | NPYLR7 agonist | hcGAS lum
1 | COc1ccc(/C=C2\C(=O)N(c3cccc(C(=O)O)c3)N=C2C)cc1OC | 8 | -1 | -7
2 | N#CCCN(CCC#N)C(=O)CSc1nc2cc(Cl)ccc2s1 | nt | 5 | -5
3 | Cc1ccccc1OCc1nc(CN(C(=O)c2ccc(Cl)cc2)C2CC2)cs1 | -4 | 28 | 0
4 | COc1cc(OC)cc(C(=O)N2CCN(c3nc(Cc4ccc(C)cc4)nc4c3cnn4-c3ccccc3)CC2)c1 | -5 | 10 | -5
5 | Cc1ccc(-c2[nH]ncc2CNCCCN2CCCC2=O)cc1C | -4 | 1&0 | -7&-3
6 | Cc1ccc(S(=O)(=O)N2CCN(C(C)C(=O)NC3CCCCC3)CC2)c(C)c1 (centres undefined) | -6 | 0 | -6
7 | COC(=O)c1sc2ncn3nc(CC45CC6CC(C4)CC(n4ncnn4)(C6)C5)nc3c2c1C | nt | 1 | -6
8 | COc1ccc(-c2csc(=Nc3ccccc3OC)n2-c2ccccc2Oc2ccccc2)cc1 | -4 | -12 | -4
9 | Cc1csc(SCc2cc(=O)c(OC(=O)c3ccccc3F)co2)n1 | -3 | -7 | -8
10 | Cc1cc(C)nc(N=C(NC(=O)Cc2ccccc2)N2CCC(C(N)=O)CC2)n1 | nt | 0 | -8
11 | COc1ccc(C(=O)Nc2cccc(-c3nc4cc(C)cc(C)c4o3)c2)cc1Cl | -3 | 2 | -4
12 | COc1ccc(-n2nnc(C(=O)N(C)c3ccccc3)c2N)cc1 | -8 | 4 | -10
13 | CCN1CCc2c(sc3nc(C)nc(N4CCN(C(=O)c5cccc(Br)c5)CC4)c23)C1 | -4 | -2 | -6
14 | C=CCNC(=O)N1CCC2(CC1)N=CC(C)(c1ccccc1)S2 (centres undefined) | nt | 25 | -5
15 | C=CCn1c(C)cn2c3c(=O)n(CC(C)=O)c(=O)n(C)c3nc12 | nt | 0 | -1
16 | COCCOC(=O)C1=C(C)N(C)C(=S)NC1c1ccc(NC(=O)c2cc(C(F)(F)F)cc(C(F)(F)F)c2)cc1 (centres undefined) | -6 | -2 | -12
17 | O=c1cc(-c2cccc(O)c2)oc2ccc(O)cc12 | nt | -4 | -6
18 | CN(Cc1ccc(-c2nc(-c3cccnc3)cc(=O)[nH]2)cc1)Cc1ccsc1 | nt | -2 | 1
19 | Cc1sc(NC(=O)c2ccncc2)nc1-c1ccc(Cl)cc1 | -5 | 4 | -4
20 | c1cc(-c2nccn2CC(c2ccncc2)N2CCOCC2)ccn1 (centres undefined) | nt | 1 | -10
21 | CC1CC(C)CN(C(c2ccco2)C2Sc3ncnn3C2=O)C1 (centres undefined) | -8 | 0 | -7
22 | FC(F)(F)c1cc(-c2ccc(Cl)cc2)nc(-n2cccn2)n1 | nt | 9 | -11
23 | Cc1ccc(C2(O)CCN(C(=O)c3ccccc3NC(=O)C(C)C)CC2)nc1 | nt | 0 | -3
24 | Cc1nc2c(c(N3CCN(Cc4nccn4C)CC3)n1)CCNCC2 | nt | -4 | -9
25 | CCCCN(C)C(=O)c1sc(=O)n(CCOc2ccc(F)cc2)c1C | nt | -9 | 10
26 | COCC(=O)N(CCN(C)C)Cc1c(-c2ccccc2)noc1N1CCCCC1 | -7 | 12 | -5
27 | CC(=O)Nc1ccc(F)c(C(=O)Nc2ccccc2C#N)c1 | nt | -1 | -8
28 | NC(=O)C(c1ccccc1)N1CCN(c2ccccc2Cl)CC1 (centres undefined) | -1 | -2 | -1
29 | CCCN(CC1CCCO1)C(=O)c1ccc(-n2cc(NC(=O)c3cccnc3)cn2)cc1 (centres undefined) | -10 | 2 | -4
30 | COc1ccc(CC(=O)Nc2nnc(SCc3cc(F)ccc3F)s2)cc1 | -4 | 18 | 1
31 | CC(C)c1nccn1CC(c1ccc(F)cc1)N1CCCC1 (centres undefined) | nt | 0 | -3
32 | COc1cccc(Cc2nsc(N3CCC(CNC(=O)COc4ccc(Cl)cc4)CC3)n2)c1 | -4 | 19 | -11
33 | CCCC(C)(C)C(=O)N1CCC1(C)C(=O)Nc1ccc(OC)c(OC)c1 (centres undefined) | nt | 6 | -7
34 | CCCS(=O)(=O)N1CCCC1C(=O)N1CCN(C(=O)Nc2ccccc2)CC1 (centres undefined) | nt | 6 | -7
35 | COC(=O)CCCC(=O)NCc1ccc(-c2ncc(-c3ccc(OC)cc3)[nH]2)cc1 | -5 | -1 | -5
36 | CCc1nc2ccc(C(=O)N3CCN(c4ccccc4)CC3)cn2c1N(C)Cc1ccc(OC)cc1 | -4 | -19 | -1
37 | C=CCN1C(=O)C(=Cc2c(NCCCOC)nc3ccccn3c2=O)SC1=S | -9 | 13 | -5
38 | Cc1cccc2nc(-c3ccc4c(c3)OCO4)c(NC(C)(C)CC(C)(C)C)n12 | -4&-3 | -5 | -2&-6
39 | Cc1nn(C)c(C)c1C(C)C(=O)Nc1cnccc1N1CCCCC1 (centres undefined) | nt | 7 | -4&-2
40 | CCn1ccnc1CN(C)c1nc2nonc2nc1NCc1cccs1 | nt | 19 | -5
41 | CSc1ncccc1C(=O)N1CCCC(C(=O)c2ccc3ccccc3c2)C1 (centres undefined) | 3 | 4 | 7
42 | COCc1cc(C)nc(N/N=C\c2ccc(OCc3ccc(Cl)cc3)c(OC)c2)c1C#N | -4 | -2 | -3
43 | COc1ccc(OC2CCN(C(=O)CC(C)(O)C(F)(F)F)CC2)cc1 (centres undefined) | nt | 2 | 0
44 | Brc1ccc(CNCc2ccc3c(c2)OCO3)cc1 | 1 | 6 | 3
45 | Cc1ccc(-c2cc(C(=O)O)n(-c3ccc([N+](=O)[O-])cc3)n2)cc1C | nt | 7 | -6
46 | CN(C1CCCCC1)S(=O)(=O)c1cc(Br)ccc1Br | nt | -7 | -8
47 | Cc1ccsc1[C@@H]1CCN(Cc2cc(-c3ccccc3)no2)C[C@H]1O | -10 | 8 | 0
48 | COc1cccc(-c2nnc3ccc(OCCNS(=O)(=O)c4cccc(C)c4)nn23)c1 | -4 | -3 | 0
49 | CCCc1c(C)nn(-c2ccc(C(=O)NCCc3cccs3)cc2)c1C | 1 | -20 | 1
50 | Cc1ccc(C)c(-n2nc(-c3c(C)nc4scc(CC(=O)NC5CC5)n4c3=O)cc2C)c1 | -3 | nt | -3

Among those listed so far, these contain a Cl atom:
No. | compound | mcGAS lum | NPYLR7 agonist | hcGAS lum
2 | N#CCCN(CCC#N)C(=O)CSc1nc2cc(Cl)ccc2s1 | nt | 5 | -5
3 | Cc1ccccc1OCc1nc(CN(C(=O)c2ccc(Cl)cc2)C2CC2)cs1 | -4 | 28 | 0
11 | COc1ccc(C(=O)Nc2cccc(-c3nc4cc(C)cc(C)c4o3)c2)cc1Cl | -3 | 2 | -4
19 | Cc1sc(NC(=O)c2ccncc2)nc1-c1ccc(Cl)cc1 | -5 | 4 | -4
22 | FC(F)(F)c1cc(-c2ccc(Cl)cc2)nc(-n2cccn2)n1 | nt | 9 | -11
28 | NC(=O)C(c1ccccc1)N1CCN(c2ccccc2Cl)CC1 (centres undefined) | -1 | -2 | -1
32 | COc1cccc(Cc2nsc(N3CCC(CNC(=O)COc4ccc(Cl)cc4)CC3)n2)c1 | -4 | 19 | -11
42 | COCc1cc(C)nc(N/N=C\c2ccc(OCc3ccc(Cl)cc3)c(OC)c2)c1C#N | -4 | -2 | -3

Next part.
No. | compound | mcGAS lum | NPYLR7 agonist | hcGAS lum
51 | Cn1cc(C(=O)N2CCN(CC(=O)NCc3ccccc3)CC2)c2nn(-c3ccccc3)c(=O)c-2c1 | -8 | -3 | -8
52 | Cc1nn(S(=O)(=O)c2cccs2)c(C)c1Sc1ccc(Cl)cc1 | nt | 3 | 5
53 | CN(c1ccccc1)S(=O)(=O)c1cc(C(=O)N2CCCC2c2nc3ccccc3[nH]2)ccc1Cl (centres undefined) | -6 | 3 | -4
54 | CC1(C)CCC=[N+]1[O-] | -4 | -3 | -4
55 | Cc1nc2ccccn2c1C(=O)NNS(=O)(=O)c1ccc(F)c(Cl)c1 | -1 | -6 | 7
56 | CN(C)C(=O)c1ccc(Nc2nccc3c2cc(-c2ccsc2)n3C)cc1 | 1 | -12 | 4
57 | COc1ccc(C(=O)Oc2c(S(=O)(=O)c3ccc(C)cc3)c(C)nn2C(C)(C)C)cc1 | -8 | 0 | -6
58 | COc1ccc(-c2cc(C(F)(F)F)n3nc(C(=O)N4CCOCC4)cc3n2)cc1 | 2 | 4 | 6
59 | COc1cccc(-n2nnc3c(=O)n(CC(=O)N4CCCc5ccccc54)cnc32)c1 | nt | 7 | -2
60 | CCN(C(=O)c1sc(C)nc1C)C(C)COC (centres undefined) | -4 | 4 | 6
61 | CCSc1c(C)cnc2c1c(=O)n(C)c(=O)n2C | -1 | -3 | 6
62 | CCCCN(C(=O)CC(C)C)c1c(N)n(CCC)c(=O)[nH]c1=O | nt | 0 | -5
63 | Cc1ccc2c(c1)N(S(=O)(=O)CCC1CCCO1)CC2 (centres undefined) | -7 | -2 | -1
64 | c1ccc2sc(C3CCCN(Cc4cc5n(n4)CCCNC5)C3)nc2c1 (centres undefined) | nt | 0 | -2
65 | COc1ccc(C(=O)N2CCN(c3ncnc4cccc(F)c34)CC2)cc1 | -9 | -5 | -7
66 | CSCCC(=O)NCc1cccnc1N1CCOCC1 | -9 | 0 | -8
67 | COc1ccc2c(=O)c3c(=O)n(-c4ccccc4)c(C)nc3oc2c1 | nt | 6 | 0
68 | CCCn1ccnc1C1CC(=O)Nc2c1c(C(C)C)nn2-c1ccccc1 (centres undefined) | -13 | 36 | -5
69 | CCCCCCCc1ccc(-c2nc(Cc3ccccc3)no2)cc1 | -6 | -4 | -2
70 | CCCN(CC(=O)Nc1c(-c2ccccc2)c(C)nn1-c1ccc(OC)cc1)C(=O)c1cccc(Br)c1 | -3 | -2 | -6
71 | O=C(Cc1ccccc1F)NCc1ccc(N2CC=CC2)cc1 | -14 | 3 | -6
72 | CC(=O)O[C@H]1C[C@@H](OC(C)=O)C(C)(C)C2C[C@@H](O)[C@]3(C)C(CC[C@@]4(C)[C@H](c5ccoc5)OC(=O)[C@H]5O[C@]543)[C@]21C (some centres undefined) | -3 | nt | -4
73 | Cc1cc(Br)ccc1C(=O)NCC1CCCC1O (centres undefined) | nt | -1 | -11
74 | O=C(c1cccc(Cl)c1)N1CCSC1c1ccc(Cl)cc1Cl (centres undefined) | -3 | 6 | -3
75 | CCOC(=O)NC(CC(C)C)Cn1c(=O)[nH]c2ccccc2c1=O (centres undefined) | nt | 0 | -8
76 | COc1ccccc1Cn1c(C)c(C(=O)NCc2ccccc2C(F)(F)F)sc1=O | nt | -5 | -2
77 | N#CC(N)c1ccc(F)cc1 (centres undefined) | nt | -6 | 3
78 | CN(Cc1ccco1)C(=O)CC1Sc2ccc(Cl)cc2NC1=O (centres undefined) | -4 | -2 | 1
79 | CCCCc1nc(Cl)c(CN2CCN(Cc3ncccc3C)CC2)[nH]1 | nt | -2 | 0
80 | CN1CCCN(CCOc2ccc(S(N)(=O)=O)cc2)c2cc(Cl)ccc21 | nt | 2 | -8
81 | CCCSc1nc(C)c(I)c(=O)[nH]1 | nt | 7 | -9
82 | CCCCCCC(=O)N(CC(=O)N(Cc1cccn1Cc1ccccc1Cl)CC(C)C)C(C)C | -3 | -11 | -1
83 | Cc1onc(-c2c(Cl)cccc2Cl)c1C(=O)Nc1ccc(-c2cccc(-c3ccc4c(c3)OCCO4)n2)cc1 | -6 | 11 | -2
84 | CCOc1nc(-c2ccc(Cl)c(Cl)c2)n(-c2ccc(NC(=O)c3ccc(C(F)(F)F)cc3)cc2)n1 | -5 | 9 | -3
85 | CCCc1ccc(-c2nccn2CC2CCCOC2)o1 (centres undefined) | nt | 6 | -5
86 | C#CCOCC(O)CN(Cc1ccc(C)o1)CC1CCCO1 (centres undefined) | -4 | 19 | -4
87 | CCCCCCn1c(SCc2ccccc2)nc2c1c(=O)[nH]c(=O)n2C | nt | 0 | 1
88 | CC(C)N1CCOC(CC(=O)N(C)CCn2cccn2)C1 (centres undefined) | -7 | nt | -15
89 | Cc1cccc(N2CCN(C(=O)c3ccc(Cn4c(=O)[nH]c5ccsc5c4=O)cc3)CC2C)c1 (centres undefined) | nt | 4 | -3
90 | CC1(C)Cc2nc3[nH]c(=S)n(-c4ccccc4)c(=O)c3cc2CO1 | nt | 8 | -2
91 | O=C(Nc1cccc2cccnc12)c1sc2cc(Cl)ccc2c1Cl | -6 | -5 | 2
92 | Cc1c(Br)c(C(F)(F)F)nn1CC(=O)Nc1ccc(OC(F)(F)F)cc1 | nt | 0 | -4
93 | COc1cccc(C(C)(O)c2nc(-c3cncnc3)cs2)c1 (centres undefined) | nt | 7 | -17
94 | COc1ccc(NS(=O)(=O)c2cc(NC(C)=O)ccc2N2CCCCC2)cc1 | -6 | 8 | -7
95 | C#CCSc1nc(C)c2cc(C)c(C)cc2n1 | nt | -5 | -5
96 | COCCCN(CC(=O)N(CCc1c[nH]c2ccccc12)Cc1ccc(Cl)c(Cl)c1)C(=O)c1ccc(OC)cc1OC | -6 | 14 | -7
97 | O=C(C(=Cc1cccs1)c1cccs1)N1CCCCCC1 | nt | 8 | -3
98 | COc1ccc(CN(C(=S)Nc2ccc(F)cc2)C2CC2)cc1OCc1nc(CO)cs1 | -9 | 4 | -5
99 | CC(C)(C)NC(=O)N(Cc1cc(Cl)ccc1OS(C)(=O)=O)CC1CCCO1 (centres undefined) | 1 | -1 | -3
100 | CCN1CCCC1CNC(=O)C1CC1c1ccc(F)cc1 (centres undefined) | nt | -5 | 2

Continuation:
No. | compound | mcGAS lum | NPYLR7 agonist | hcGAS lum
101 | CCSc1nc2ccccc2n1Cc1ccccc1F | nt | 0 | -4
102 | COCCN(CCC(=O)NCc1ccco1)c1nc(-c2cccs2)nc2ccccc12 | 2 | -8 | -3
103 | COc1ccc(C(=O)COC(=O)c2cc3cccc(OC)c3oc2=O)cc1 | nt | 4 | -2
104 | C[C@H](NC(=O)N1CCc2c([nH]c3ccccc23)C1c1ccc([N+](=O)[O-])c(Cl)c1)c1ccccc1 (some centres undefined) | -2 | -6 | -11
